BRCT PPI red: qHTS Assay for Inhibitors of BRCT-Phosphoprotein Interaction (Red Fluorophore); 0.03% of 75,000 active; BRCT-phosphopeptide binding, red fluorescence polarization; Potency, µM (titrated, usually from 76.9 µM), inactives show top-dose activity change, negative = inhibition, hits mostly inhibitors; AID 892, 2007; further: on the % scale 0 is the no-effect control and ±100 the full control effect
Target sequence (P38398 whole entry, looked up): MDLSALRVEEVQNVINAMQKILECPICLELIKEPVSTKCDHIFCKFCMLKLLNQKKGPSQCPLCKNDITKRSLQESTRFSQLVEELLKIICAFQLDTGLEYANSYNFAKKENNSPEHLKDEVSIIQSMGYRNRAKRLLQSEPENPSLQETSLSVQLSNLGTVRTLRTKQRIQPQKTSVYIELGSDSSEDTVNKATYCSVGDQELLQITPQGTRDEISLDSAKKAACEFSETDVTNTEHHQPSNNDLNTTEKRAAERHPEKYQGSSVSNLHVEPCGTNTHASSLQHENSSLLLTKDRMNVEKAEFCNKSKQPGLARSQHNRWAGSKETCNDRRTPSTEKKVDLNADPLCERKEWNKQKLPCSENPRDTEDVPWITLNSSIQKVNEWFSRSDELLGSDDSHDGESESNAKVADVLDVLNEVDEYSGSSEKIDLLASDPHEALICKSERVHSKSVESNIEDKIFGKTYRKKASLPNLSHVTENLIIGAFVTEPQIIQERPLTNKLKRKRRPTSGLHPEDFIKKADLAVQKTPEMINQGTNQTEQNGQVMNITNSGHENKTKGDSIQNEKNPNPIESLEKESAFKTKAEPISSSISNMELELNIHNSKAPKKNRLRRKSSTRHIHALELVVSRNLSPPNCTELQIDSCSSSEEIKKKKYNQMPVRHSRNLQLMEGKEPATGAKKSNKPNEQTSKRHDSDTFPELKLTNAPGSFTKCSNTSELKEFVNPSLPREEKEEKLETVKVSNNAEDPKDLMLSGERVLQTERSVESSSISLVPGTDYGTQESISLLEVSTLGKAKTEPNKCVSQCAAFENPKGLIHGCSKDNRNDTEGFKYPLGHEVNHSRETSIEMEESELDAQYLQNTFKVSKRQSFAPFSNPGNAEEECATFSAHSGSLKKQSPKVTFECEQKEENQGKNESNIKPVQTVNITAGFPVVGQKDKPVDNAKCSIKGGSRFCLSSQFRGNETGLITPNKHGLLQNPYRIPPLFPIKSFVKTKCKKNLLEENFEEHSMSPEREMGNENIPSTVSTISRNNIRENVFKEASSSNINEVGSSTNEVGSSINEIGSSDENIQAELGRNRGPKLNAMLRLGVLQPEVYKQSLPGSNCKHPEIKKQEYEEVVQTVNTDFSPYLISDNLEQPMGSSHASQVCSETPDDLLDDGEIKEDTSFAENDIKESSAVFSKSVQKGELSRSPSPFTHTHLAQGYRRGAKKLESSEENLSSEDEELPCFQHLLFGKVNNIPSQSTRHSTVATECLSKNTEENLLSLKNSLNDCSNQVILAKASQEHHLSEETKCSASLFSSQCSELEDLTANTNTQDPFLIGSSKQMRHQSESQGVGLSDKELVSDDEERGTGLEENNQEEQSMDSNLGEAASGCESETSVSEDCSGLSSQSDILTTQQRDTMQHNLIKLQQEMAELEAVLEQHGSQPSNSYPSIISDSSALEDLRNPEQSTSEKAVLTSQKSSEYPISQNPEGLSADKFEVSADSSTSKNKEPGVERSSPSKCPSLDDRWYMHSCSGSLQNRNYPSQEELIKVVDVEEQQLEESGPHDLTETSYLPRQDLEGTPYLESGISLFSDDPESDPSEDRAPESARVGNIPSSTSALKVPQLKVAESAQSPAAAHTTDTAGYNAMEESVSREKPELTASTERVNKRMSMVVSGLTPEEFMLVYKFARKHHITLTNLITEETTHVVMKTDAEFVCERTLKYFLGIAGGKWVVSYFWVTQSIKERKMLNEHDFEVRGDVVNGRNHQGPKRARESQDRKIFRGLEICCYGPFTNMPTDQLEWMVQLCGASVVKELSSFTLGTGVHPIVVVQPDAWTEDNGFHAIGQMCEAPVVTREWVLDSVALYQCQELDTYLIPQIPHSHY
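Fluorescence polarization: 100 nM His-tagged BRCA1 BRCT with 100 nM TAMRA-labelled phospho-BACH1 decapeptide, phosphate buffer pH 7.3 with 150 mM NaCl, DTT, 0.01% Tween 20; 12 min RT. Binding inhibition seen as FP decrease.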
ALOX15 inhib: qHTS Assay for Inhibitors of 15-hLO (15-human lipoxygenase); 1.4% of 74,000 active; AID 887, 2007; purified 15hLO-1, xylenol orange hydroperoxide absorbance; Polyunsaturated fatty acid lipoxygenase ALOX15 (Homo sapiens), P16050; Potency, µM (doses to about 57.1 µM), for the others: top-dose activity change, negative = inhibition, most hits filed as inhibitors; further: potency means the concentration at half of the fitted maximal effect; on the % scale 0 is the no-effect control and ±100 the full control effect; nearly all actives have a fitted effect of over 55% in size
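Inhibition is scored from a chromogenic endpoint. After 15 min enzyme-compound contact, arachidonic acid (50 uM final) reacts 6 min with 40 nM 15hLO-1 at room temperature, then Fe-XO reagent is added for 30 min and absorbance ratio recorded.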
HBB splicing: qHTS Assay for Modulators of Hemoglobin Beta Chain Splicing. HBB splicing reporter cell assay, activation; EGFP reporter with mutant IVS2-654 intron; response scale: normalised to 500 nM splice-correcting PNA. Potency, µM (titrated, usually from 46.1 µM), for the others: at the highest dose activation, most hits filed as activators. 0.06% of 65,000 active; further: potency means the concentration at half of the fitted maximal effect; 0% is about no effect
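Compounds were applied for 2 days to HeLa EGFP-654 cells, 500/well in Optimem with 2% FCS. The reporter's EGFP is disrupted by mis-splicing of beta-globin intron IVS2-654. Readout: summed well GFP fluorescence from 488 nm laser scanning; reference was 500 nM antisense […] 654 PNA.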
4MU fluor: qHTS Assay for Spectroscopic Profiling in 4-MU Spectral Region | max dye-equivalent concentration, M | 11% of 59,000 active | compound autofluorescence, 340/450 nm, 4-MU equivalents; active compounds read high | AID 589, 2007; in the data active means max dye-equivalent concentration above about 10 nM; inconclusive means mostly about 1.1 nM to 9.6 nM
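Intrinsic fluorescence at 340/450 nm (ex/em) was read after 15 min at room temperature in pH 8.0, 100 mM Tris. Each compound concentration expressed as 4-MU-equivalent concentration from a six-point 4-MU standard series on each plate.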
Ub-GFP proteasome: Ubiquitin-GFP Assay | Ubiquitin-GFP reporter cells, proteasome inhibition, GFP fluorescence; response scale: untreated = 0%, 10 µM MG-132 = 100% | 67,000 tested, under 10 active | Potency, µM (top dose mostly 45.9 µM), inactives show at the top dose activation (GFP accumulation), usual class: activators; active means well fitted activation curve with a large enough effect, not every such curve was filed as active; inconclusive means small, poorly fitted or top-dose-only effect, or another doubt; inactive means no such curve, though single readings can be large or run the other way; further: potency means the concentration at half of the fitted maximal effect
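U2OS cells stably expressing ubiquitin(G76V)-GFP, seeded overnight in 0.5% FBS medium, were exposed to compounds (qHTS, 46 uM to 2.9 nM) for 4 hr at 37 °C. GFP-positive cells were counted by laser cytometry (488 ex/515 em), normalized between basal and 10 uM MG-132.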
CRE Fsk mod: Cell signaling CRE-BLA (Fsk stim) | Potency, µM (series often up to 38.2 µM), for the others: at the top dose activity change, negative = inhibition, most hits filed as activators | CHO CRE-bla reporter (cAMP response element driving beta-lactamase), forskolin EC10, beta-lactamase ratio | 2.5% of 71,000 active; active means well fitted activation curve with a large enough effect in the signal ratio, with a control signal flat, not every such curve was filed as active; inconclusive means small, poorly fitted or top-dose-only effect, or effect the other way, or a change in a side signal; the % refers to the signal ratio; further: potency means the concentration at half of the fitted maximal effect; % of control where 0% means no effect
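Reporter-gene assay: CHO cells with beta-lactamase behind cAMP responsive elements, co-treated with compound and EC10 NKH 477 for 3 hours at 37 degrees Celsius. Activity came from the 460/530 nm CCF4 emission ratio.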
Hsp90 Hop PPI: qHTS Assay for Disrupters of an Hsp90 Co-Chaperone Interaction. 0.44% of 71,000 active. AID 595, 2007. Potency, µM (doses to about 57 µM), for inactives: at the highest dose activity change, negative = inhibition. AlphaScreen TPR2A-His6 binding biotin-Hsp90 C-terminal peptide. Hsp90 C-terminal peptide / TPR2A (Hop) interaction, human; active means well fitted curve in either direction with a large enough effect; inconclusive means small, poorly fitted or top-dose-only effect, or another doubt; further: potency means the concentration at half of the fitted maximal effect; on the % scale 0 is the no-effect control and ±100 the full control effect; many of its hits are not listed in these tables
BRCT inh green: qHTS Assay for Inhibitors of BRCT-Phosphoprotein Interaction (Green Fluorophore); BRCA1 BRCT-phosphopeptide binding, green fluorescence polarization; Potency, µM (series often up to 76.9 µM), for inactives: top-dose activity change, negative = inhibition, actives largely listed as inhibitors; 0.05% of 75,000 active; AID 875, 2007;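 further: potency means the concentration at half of the fitted maximal effect; plate controls were peptide without protein for full effect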
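Fluorescence polarization: His-tagged BRCT (~35 kDa BRCA1 C-terminus, 250 nM) bound to 100 nM fluorescein-labeled phosphorylated 10-aa BACH1 peptide, pH 7.3 phosphate buffer with DTT and Tween 20. Compounds incubated 12 min at room temperature; inhibition read as lowered polarization.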
Epigenetic mod: qHTS Assay for Epigenetic Modulators; mouse C127i GFP locus derepression, cytometry, 30 h; Potency, µM (doses to about 46.1 µM), without a hit: at the highest dose GFP derepression (activation); 0.09% of 68,000 active; further: % of control where 0% means no effect
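Read-out is the number of GFP-positive cells, scored as fluorescent objects 20 to 120 um wide, reflecting derepression of a silenced CMV-GFP reporter in murine C127i cells after 30 h compound exposure at 37 C.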
A350 fluor: qHTS Assay for Spectroscopic Profiling in A350 Spectral Region. max dye-equivalent concentration, M. 11% of 59,000 active. Compound autofluorescence, 340/450 nm, Alexa 350 dye-equivalents; active compounds read high; in the data active means max dye-equivalent concentration above about 10 nM; inconclusive means mostly about 1.1 nM to 9.6 nM
Pol III holo inh: qHTS Assay for Inhibitors of DNA Polymerase III Holoenzyme System | reconstituted DNA polymerase III holoenzyme replication, biochemical | Potency, µM (titrated, usually from 57.1 µM), for inactives: at the top dose activity change, negative = inhibition | 0.25% of 71,000 active; further: potency means the concentration at half of the fitted maximal effect; on the % scale 0 is the no-effect control and ±100 the full control effect
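Reconstituted *E. coli* holoenzyme (0.35 nM Pol III, 1 nM beta, 154 nM SSB, 2 nM primase) was preincubated with compound for 15 min at RT. Synthesis on 1.4 nM ssM13Gori ran 35 min, then was stopped with PicoGreen/EDTA and read as dsDNA fluorescence.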
An asterisk follows results filed as active; i = inactive; ? = inconclusive; · = not tested or not shown; [ ] = another dose, or the depositor's remark. Unless noted, the call rests on the fitted dose curve; in most records, active means well fitted curve in the direction sought with a large enough effect; inconclusive means small, poorly fitted or top-dose-only effect, or another doubt; inactive means no such curve, though single readings can be large; an effect the other way counts as inactive or inconclusive.

SMILES	BRCT PPI red	ALOX15 inhib	HBB splicing	4MU fluor	Ub-GFP proteasome	CRE Fsk mod	Hsp90 Hop PPI	BRCT inh green	Epigenetic mod	A350 fluor	Pol III holo inh
COc1cc(-c2nnc3sc(-c4ccccn4)nn23)cc(OC)c1OC	-2.0%	-16%	2.1%[1.84 µM]	i	-3%	0.025µM*	?	0.7%	2%	i	-10%
CCOC(=O)N1CCN(C(=O)CSc2nnc(-c3cccc(OC)c3)o2)CC1	-0.6%	4%	0.9%	i	4%	-11%	-3%	-0.1%	3%	i	-5%
COc1cccc(C(C(=O)NCc2ccco2)N(C(=O)Cn2nnc3ccccc32)C2CC2)c1OC (configuration not stated)	-1.9%	-1%	-0.9%	5.9e-08M*	-1%	-11%	-2%	0.9%	-1%	7.3e-08M*	-6%
COc1ccccc1N1CCN(S(=O)(=O)c2cccc3nsnc23)CC1	1.0%	4%	0.4%	i	3%	-8%	-7%	-0.9%	0%	i	-2%
O=C1N2CCSC2=NC1(Nc1nccs1)C(F)(F)F (configuration not stated)	-0.1%	2%	0.9%	i	0%	-13%	1%	0.3%	0%	i	-5%
Cc1ccccc1-c1nc(CN2CCC(C(=O)NCCCN3CCCC3)CC2)c(C)o1	0.2%	12%	4.9%[1.84 µM]	i	-1%	?	-2%	1.5%	2%	i	3%
CCc1nnc(NC(=O)c2ccc(N3C(=O)CCC3=O)cc2)s1	0.0%	2%	1.0%	·	9%	4%	-8%	-1.1%	·	·	-8%
CN1C(=O)/C(=C2\SC(=S)N(CC3CCCO3)C2=O)c2ccccc21 (configuration not stated)	0.6%	-2%	-1.7%	·	3%	2%	-1%	-3.1%	0%	·	-1%
CC(=O)Nc1nc(CC(C)C)cc(-c2ccco2)c1C#N	-2.7%	-10%	1.0%	?	-5%	?	?	0.1%	0%	1e-08M*	-4%
CCOC(=O)c1c(NC(C)=O)sc2c(O)cccc12	0.1%	-29%	4.3%	i	-3%	27%	?	0.5%	-2%	i	-1%
CCNC(=O)CSc1nc2cc(OC)c(OC)cc2c(=O)n1CCC1=CCCCC1	1.4%	2%	-0.3%[57.5 µM]	i	-1%	20%	-2%	2.1%	1%	?	-4%
Cc1ccc(-n2c(SCn3nnc4ccccc4c3=O)nnc2-c2cccnc2)c(C)c1	0.3%	-14%	0.1%	i	2%	?	-12%	1.4%	2%	i	-2%
CCCCn1c(SCC(=O)Nc2nnc(C(C)C)s2)nc2c1c(=O)n(C)c(=O)n2C	-0.7%	9%	-0.1%[57.5 µM]	i	-5%	2%	2%	-2.9%	-2%	i	0%
COc1ccc(-c2coc3ccc(O[C@@H]4O[C@@H](COC(C)=O)[C@@H](OC(C)=O)[C@@H](OC(C)=O)[C@H]4OC(C)=O)cc3c2=O)cc1	·	·	·	i	10%	?	5%	·	0%[9.22 µM]	i	1%
CCCc1[nH]nc2c1C1(CCN(C(=O)OCc3ccccc3)CC1)C(C#N)=C(N)O2	-1.7%	4%	-0.3%[0.369 µM]	2.1e-08M*	·	-6%	-8%	3.3%	2%	2.8e-08M*	-2%
O=C(CSc1nnc(CNc2ccccc2)o1)c1ccc2c(c1)OCCO2	-0.5%	-10%	·	i	-3%	-6%	0%	-2.4%	0%	i	-8%
O=C(NCc1ccccc1)c1cc(-c2cccs2)on1	-0.7%	2%	-2.3%	i	2%	?	4%	-4.2%	-3%	i	0%
CC(c1nnc(SCC(=O)c2c(N)n(C)c(=O)n(C)c2=O)n1-c1ccc(Cl)cc1)N(C)C (configuration not stated)	-0.7%	5%	-0.2%[57.5 µM]	i	-2%	1%	2%	-0.5%	2%	i	-2%
O=P(c1ccccc1)(c1ccccc1)C(c1ccco1)N1CCOCC1 (configuration not stated)	1.9%	15%	-1.2%	i	-3%	?	-12%	0.6%	-1%	i	2%
CCCNC(=O)CCC(NS(=O)(=O)c1ccc(C)cc1)C(=O)NCCC (configuration not stated)	0.4%	3%	1.5%	i	9%	5%	-1%	0.3%	8%	i	-3%
COCCNC(=O)COc1cccc(Oc2ccccc2)c1	1.4%	5%	0.1%[57.5 µM]	i	1%	-4%	0%	1.9%	0%	i	2%
c1ccc(Cc2nnc3sc(-c4cccnc4)nn23)cc1	-0.5%	-6%	-0.1%	i	2%	-13%	?	0.0%	0%	i	12%
O=C1c2c(O)ccc([N+](=O)[O-])c2C(=O)c2c([N+](=O)[O-])ccc(O)c21	-3.6%	-7%	-0.7%	·	·	?	?	-2.9%	·	·	-29%
O=S(=O)(Cc1ccccc1)NCc1cccnc1	0.5%	6%	0.0%	i	1%	-3%	0%	-4.8%	0%	i	2%
O=c1nc2n(c3sc4c(c13)CCC4)Cc1ccccc1-2	-0.7%	12%	0.3%[57.5 µM]	3e-07M*	3%	9%	1%	0.4%	2%	2.9e-07M*	-8%

Exported with two lines to a compound: entries from further up.
Order of values – BRCT PPI red	ALOX15 inhib	HBB splicing	4MU fluor	Ub-GFP proteasome	CRE Fsk mod	Hsp90 Hop PPI	BRCT inh green	Epigenetic mod	A350 fluor	Pol III holo inh
> CCCCn1c(SCC(=O)Nc2nnc(C(C)C)s2)nc2c1c(=O)n(C)c(=O)n2C
→ -0.7%	9%	-0.1%[57.5 µM]	i	-5%	2%	2%	-2.9%	-2%	i	0%
> CCOC(=O)N1CCN(C(=O)CSc2nnc(-c3cccc(OC)c3)o2)CC1
→ -0.6%	4%	0.9%	i	4%	-11%	-3%	-0.1%	3%	i	-5%

(next part)
SMILES	BRCT PPI red	ALOX15 inhib	HBB splicing	4MU fluor	Ub-GFP proteasome	CRE Fsk mod	Hsp90 Hop PPI	BRCT inh green	Epigenetic mod	A350 fluor	Pol III holo inh
O=[N+]([O-])c1ccc(C2=Nn3c(nnc3-c3ccc(Cl)cc3)SC2)o1	1.1%[15.4 µM]	-4%[11.4 µM]	3.4%[9.22 µM]	i	-1%[9.17 µM]	9%[7.6 µM]	-5%[11 µM]	-1.4%[15.4 µM]	2%[9.22 µM]	i	-13%[11.4 µM]
CC(C)CCNC(=O)C1CCN(S(=O)(=O)c2ccc3c(c2)CCC(=O)N3)CC1	0.7%	6%	0.9%	·	3%	-6%	-1%	-0.6%	-4%	·	-2%
CCN(CC)CCCNC(=O)c1cc(-c2ccc(Cl)c(Cl)c2)on1	-0.1%	-17%	-1.4%	i	-6%	-10%	-3%	0.6%	3%	i	-8%
Cc1ccccc1-c1nnc(SCc2ccc(F)cc2)o1	-0.1%	-6%	2.5%	i	8%	?	?	1.2%	2%	i	1%
CC(NC(=O)C(C)(C)C)c1nc2ccccc2n1C (configuration not stated)	-0.8%	2%	-2.5%	i	-6%	-11%	4%	-0.8%	1%	i	2%
CCCc1cc(=O)[nH]c(SCC(=O)N(Cc2ccccc2)C(C)C)n1	-0.2%	5%	0.3%[57.5 µM]	i	-1%	5%	2%	-0.2%	2%	i	-3%
CCN1CCCC1CN(Cc1cc2cc(C)ccc2[nH]c1=O)C(=O)Nc1ccccc1OC (configuration not stated)	-0.5%	3%	-0.1%[57.5 µM]	i	2%	-1%	-1%	-0.1%	1%	i	0%
N#CCCn1c(=O)c(-c2ccc(F)cc2)nc2cnc(OCc3ccccc3)nc21	1.5%	14%	0.0%	?	-2%	?	-3%	-1.1%	0%[9.22 µM]	?	-6%
COc1ccccc1NC(=O)C1CC(=O)N(c2ccc(F)cc2)C1 (configuration not stated)	0.9%	2%	-0.6%	i	5%	-7%	-2%	0.0%	0%	?	2%
Oc1cc(CN2COc3ccccc32)c(O)cc1CNC1CCCCC1	-0.6%[15.4 µM]	?	4.7%[9.22 µM]	?	2%[9.17 µM]	?	-2%[11 µM]	-1.6%[15.4 µM]	9%[9.22 µM]	1.5e-08M*	-9%[11.4 µM]
Cc1ccc(N=C2SCCCN2C(=O)c2ccco2)cc1Cl	-1.5%	-30%	1.0%[1.84 µM]	?	0%	?	6%	2.6%	-4%	?	3%
O=C(O)C1CC=CCC1C(=O)Nc1cccc(Cl)c1 (configuration not stated)	0.5%	7%	3.2%	·	0%	-7%	-7%	-2.0%	-2%	·	-4%
CCn1ncc(C2=NOC(C(=O)Nc3c(C)nn(Cc4ccc(F)cc4)c3C)C2)c1C (configuration not stated)	2.0%	-7%	-1.1%	·	1%	-2%	-5%[2.3 µM]	-3.1%	·	·	2%

Screening results: PubChem, National Center for Advancing Translational Sciences (NCATS)
